TbREL1 primary – TbREL1 RNA ligase inhibitors, primary screen, biochemical, FRET fluorescence; RNA-editing ligase 1, mitochondrial (Trypanosoma brucei brucei), P86926; TbREL1 RNA ligation; inhibition, % at 9.66 µM; 89,000 compounds, 0.49% hits;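 active means inhibition above the mean inhibition across all screened compounds plus 3 SD, cut at about 11% in these data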;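 further: 0% = plate median of test wells and 100% = NSC42067 control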
Target sequence (P86926 whole entry, looked up): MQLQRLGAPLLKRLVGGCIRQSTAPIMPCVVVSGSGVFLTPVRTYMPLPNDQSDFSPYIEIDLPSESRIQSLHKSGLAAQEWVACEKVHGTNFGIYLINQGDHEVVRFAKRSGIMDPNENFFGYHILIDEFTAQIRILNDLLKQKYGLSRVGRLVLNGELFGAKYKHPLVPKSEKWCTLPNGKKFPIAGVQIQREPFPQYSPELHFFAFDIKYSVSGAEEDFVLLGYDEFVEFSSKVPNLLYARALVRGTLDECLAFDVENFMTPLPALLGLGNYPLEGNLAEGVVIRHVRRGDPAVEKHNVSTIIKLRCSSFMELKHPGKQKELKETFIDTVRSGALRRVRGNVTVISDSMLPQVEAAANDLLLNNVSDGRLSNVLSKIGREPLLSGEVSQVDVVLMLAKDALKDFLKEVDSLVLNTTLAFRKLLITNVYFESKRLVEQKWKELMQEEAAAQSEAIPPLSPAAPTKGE
* = called active by the depositor.

SMILES	TbREL1 primary
CCN1CCC(n2nccc2NC(=O)c2ccccc2Cl)CC1	1
Cn1nc(C(=O)Nc2cccc(S(=O)(=O)N3CCOCC3)c2)c2ccccc2c1=O	-1
CCCCCCCCOC(=O)c1ccc(N)cc1	6
COc1cc(NC(=O)CNC(=O)Cn2ccc3ccccc3c2=O)cc(OC)c1OC	9
O=Cc1ccc(Oc2ncccn2)cc1	0
CC1CCC2C(=O)N(c3ccc(S(=O)(=O)c4ccccc4)cc3)C(=O)C2C1 (stereo not drawn)	-3
CC1CN(C(=S)SCC(=O)c2ccc([N+](=O)[O-])cc2)CC(C)O1 (stereo not drawn)	6
COC(=O)C1=C(C)N(Cc2ccccc2C(F)(F)F)C(=NCC2CC2)NC1c1ccc(C(F)(F)F)cc1 (stereo not drawn)	10
CCC1([N+](=O)[O-])COC(C=Cc2ccccc2)OC1 (stereo not drawn)	0
C[C@@H]1CC[C@]2(O[C@H](CCO)C[C@@H](O)[C@@H]2O)O1	2
O=C(NCCNc1ccc([N+](=O)[O-])cc1)c1cccc(Br)c1	9
Cc1ccccc1CC(=O)N1CCC(n2nnc3ncccc32)CC1	-2
CCN(C(=O)COC(=O)c1cc([N+](=O)[O-])ccc1N1CCCCC1)C1CCS(=O)(=O)C1 (stereo not drawn)	11*
CCOc1ccc(N(CC)C(=O)CCNC(=O)Cn2ccc3ccccc3c2=O)cc1	0
O=C(CC1OC(=O)c2ccccc21)Nc1cc(Cl)ccc1N1CCOCC1 (stereo not drawn)	-2
C#CCSc1ncc(-c2ccccc2)cn1	4
C[C@@H]1CN([C@H](C)CO)C(=O)Cc2cc(NC(=O)Nc3ccccc3)ccc2O[C@@H]1CN(C)C(=O)Nc1ccc2c(c1)OCO2	-3
Cc1ccc(-c2nc(CS(=O)CC(=O)NCCN3CCCCCC3)c(C)o2)cc1 (stereo not drawn)	2
Cc1cc(-n2c(C)cc(C(=O)CSc3nc4ccccc4c(=O)n3Cc3ccco3)c2C)no1	1
COc1ccc(C(=O)Nc2nc(C)c(C)s2)cc1OC	2
CC(C)Oc1cc(F)ccc1-c1cc(C(=O)NCc2cccs2)[nH]n1	9
COc1ccc(OC)c(NC(=O)CSc2ccc(-c3cccnc3)nn2)c1	3
Cc1cccc(Oc2nc3ccccn3c(=O)c2/C=C(\C#N)C(=O)NC2CCS(=O)(=O)C2)c1C (stereo not drawn)	2
CCN(C(=O)c1ccc(S(=O)(=O)N2CCOCC2)cc1)C1CCS(=O)(=O)C1 (stereo not drawn)	-1
CCOc1ccc(N(CC(=O)OC)S(=O)(=O)c2c(C)noc2C)cc1	-1
CC(=O)OC(C)(C)C#CCN1CCCC1	0
O=C(COC(=O)COc1ccccc1Cc1ccccc1)Nc1cccnc1Cl	-3
O=C(CSc1nnc2ccccn12)c1ccccc1	2
CCOC(=O)C1(C)CCN1C(=O)c1ccccc1C (stereo not drawn)	0
CC(NC(=O)C(=O)N/N=C/c1ccc(Cl)cc1)c1ccccc1 (stereo not drawn)	0
O=[N+]([O-])c1cncc2[nH]cnc12	-1
CC(C)Cc1ccc(CN2CCCC(NC(=O)CSc3nncn3C)C2)cc1 (stereo not drawn)	-1
Cc1nnc(SCC(=O)NC2CCCc3c2cnn3-c2ccc(F)cc2F)o1 (stereo not drawn)	-1
Cc1ccc(NS(=O)(=O)c2cc(C(=O)N(C)C3CCN(C)CC3)ccc2Cl)cc1Cl	4
CN(CCc1ccccn1)C(=O)Cn1nc(-c2ccccc2)ccc1=O	6
CCC(C)c1ccccc1OCCCCN1CCCC1 (stereo not drawn)	5
CCn1c(COc2ccc(C)cc2)nnc1SCc1nc2ccccc2[nH]1	-4
COc1ccc(C(=O)NCCCNC(=O)c2ccco2)cc1OC	1
O=C(CCC(=O)N1CCSc2ccccc21)NCc1cccc(Br)c1	-2
COc1ccc(C(=O)N2CCC(C(=O)Nc3ccc(OC)c(OC)c3)CC2)cc1	-1
Cc1ccc(NC(=O)CSc2nnc(-c3ccncc3)n2N)cc1C	2
COc1ccc(Cn2nnnc2C(c2cc3cc(C)cc(C)c3[nH]c2=O)N2CCOCC2)cc1 (stereo not drawn)	2
COCCN(CCOC)C(=O)CSc1ccc(S(=O)(=O)N2CCN(C)CC2)cn1	10
O=C(NCCOc1ccccc1)c1n[nH]c(=O)c2ccccc12	4
O=C(O)COc1ccccc1/C=C1\SC(=S)N(/N=C/c2ccccc2O)C1=O	4
O=C(CSc1nnnn1-c1ccc(O)cc1)c1cc2ccccc2o1	-2
CC(C)Oc1ccc(F)cc1-c1cc(C(=O)NCc2cccs2)[nH]n1	3
CCOC(=O)[C@H]1[C@H]2COc3ccc(C)cc3[C@@H]2N2C(=O)c3ccccc3NC(=O)[C@@]12C	0
O=C(CCN1CCOCC1)N/N=C/c1cc(Br)cc(Br)c1O	3
O=C(COc1ccccc1F)Nc1ccc2c(c1)OCCO2	3
O=C(COC(=O)C1CC1)Nc1ccc(Cl)cc1Cl	1
O=C(C1=C[C@@H](c2coc3ccccc3c2=O)C[C@@H](OCc2ccc(CO)cc2)O1)N1CCOCC1	-3
O=C(COC(=O)c1nc(Cl)ccc1Cl)NCc1ccc(Cl)cc1	2
CCn1nnnc1NCc1ccc(OCc2c(F)cccc2Cl)c(OC)c1	-1
CCOC(=O)C1CCCN(C(=O)c2ccc(S(=O)(=O)Nc3ccccc3OC)cc2)C1 (stereo not drawn)	-3
CCOc1ncccc1C(=O)OCC(=O)Nc1cccc(C(C)=O)c1	0
CCOC(=O)/C=C(\C)N1N=C(c2ccccc2)CC1c1ccccc1 (stereo not drawn)	-1
CC(=O)Nc1sc(C)c(C)c1C(=O)OCC(=O)Nc1ccccc1	2
O=C(NCc1ccccc1)Nc1ccccc1C(=O)N1CCCC1	-1
O=C(OCC(=O)c1ccc[nH]1)c1ccc(Br)cc1	1
Going on with the list.
SMILES	TbREL1 primary
CCOC(=O)c1c(S(=O)(=O)Nc2ccc(F)cc2Cl)c(C)n(C)c1C	0
Cc1cccc(C)c1NC(=O)CNC(=O)CNC(=O)c1ccc2c(c1)OCO2	0
Cc1cc(N/N=C/c2cccc([N+](=O)[O-])c2)nc(-n2nc(C)cc2C)n1	0
O=C(Cn1nc(C(F)F)cc1C(F)F)NNC(=S)Nc1ccc(F)cc1	-3
CN(C)CCNC(C(=O)Nc1cccc(S(=O)(=O)N2CCOCC2)c1)c1ccccc1 (stereo not drawn)	4
COc1cc(C(=O)NCc2cccc(Cl)c2)ccc1OCC(=O)N1CCOCC1	1
c1ccc2sc(SCSc3nc4ccccc4s3)nc2c1	1
COc1ccc(-c2cc(C(F)(F)F)nc(SCC(N)=O)n2)cc1	-1
COc1cc(/C=N/NC(=O)c2ccncc2)ccc1OCC(=O)Nc1cccc([N+](=O)[O-])c1	6
CCSc1ncc(C#N)c(=O)[nH]1	3
COc1ccc([C@@H]2[C@@H]3C(=O)N(C(C)(C)C)C(=O)[C@@H]3[C@]3(Cc4ccc(Cl)cc4)C(=O)N(c4cccc(F)c4)C(=O)N23)cc1	-2
CC1CCCC(C)N1C(=O)COc1ccccc1F (stereo not drawn)	0
CCc1nc2ccc(C(=O)Nc3ccc(OC)c(OC)c3)cn2c1N(CC)CCOC	-3
CN1C(=O)c2cc(NS(C)(=O)=O)ccc2OC[C@@H]2O[C@@H](CC(=O)NCc3ccc(-c4ccccc4)cc3)CC[C@H]21	-2
Cc1ccc(C2=NC(C)(C)NC2=O)cc1	1
Fc1c(F)c(F)c(NC2=NCCCCC2)c(F)c1F	-1
O=C(OCCc1ccccc1)c1cc(O)c(O)c(O)c1	-1
CCn1c(COc2ccc(Cl)c(C)c2)nnc1SCC(=O)N1CCCC1	-5
O=C(NC1CCCCC1)C1CCCN(c2nnnn2-c2ccccc2)C1 (stereo not drawn)	-1
Cc1c(C(=O)NNC(=O)c2csc(N3CCOCC3)n2)cccc1[N+](=O)[O-]	1
Cc1ccc(C(=O)Oc2ccccc2N2C(=O)C3CCC(C)CC3C2=O)cc1 (stereo not drawn)	1
O=C([C@H]1O[C@@H](n2ccc(=O)[nH]c2=O)[C@H](O)[C@@H]1O)N1CCSC1	1
CC1Cc2ccccc2N1S(=O)(=O)c1cccc(C(=O)NCc2ccncc2)c1 (stereo not drawn)	-2
CC1(C)CC(=O)c2cnc(NCC3CCCO3)nc2C1 (stereo not drawn)	1
COc1ccc(S(=O)(=O)N2CCN(Cc3cccc(OC)c3OC)CC2)cc1	-3
O=C(COC(=O)c1ccc(NS(=O)(=O)c2cccs2)cc1O)NCc1ccccc1	1
CC1CCC/C(=N\NC(=O)COc2ccc(Cl)cc2Cl)C1 (stereo not drawn)	6
COc1ccc(Cl)cc1NS(=O)(=O)c1cc(Cl)ccc1OC	0
Cc1c2n(c3ccccc13)CC/C2=N\O	-5
COc1cccc(OCc2nnc(-c3cccs3)o2)c1	1
COc1ccc(NC(=O)O/N=C/c2ccccc2Cl)cc1	-1
CCOC(=O)N1CCN(c2c(N3CC=C(c4ccccc4)CC3)c(=O)c2=O)CC1	1
Cc1cccc(-c2onc3ccc(C4(C)OCCO4)cc23)c1	4
Cc1nn2c(N3CCOCC3)cc(C(C)(C)C)nc2c1-c1ccccc1	0
CC(C)N(Cc1nc(-c2ccccc2)no1)C(=O)c1ccc(Br)o1	1
CCCCC[C@H](C)N1C[C@@H](COCc2ccccc2)Oc2cc(N3CC[C@@H](O)C3)ccc2S1(=O)=O	2
O=C(NNS(=O)(=O)c1ccc(Cl)cc1)c1cnn(-c2ccccc2)c1-n1cccc1	-2
CCn1c(-c2cccnc2Cl)nc2ccccc21	5
CN(C)S(=O)(=O)c1ccc(N2CCOCC2)c(C(=O)O)c1	-1
COC(=O)C1CCN(C(=O)CCC2CCCCC2)CC1	0
O=C(CSCc1nc2ccccc2[nH]1)Nc1ccc(Oc2ccccc2)cc1	5
CCOc1ccc(CN(C)C(=O)c2cccnc2SC)cc1OC	1
O=C(N/N=C/c1ccco1)C1CC1	1
COc1ccc(C(C(=O)N(C)C2CCCC2)N(Cc2ccc(F)cc2)C(=O)c2ncn[nH]2)cc1OC (stereo not drawn)	-2
COc1ccc(C2=Nc3ccccc3N(C(=O)c3ccncc3)C2C(=O)NC(C)C)cc1 (stereo not drawn)	2
COc1cccc(C(CNC(=O)C(c2ccccc2)c2ccccc2)N(C)C)c1 (stereo not drawn)	-1
Cc1cc(=O)oc2cc(NC(=O)c3cccc(Br)c3)ccc12	-1
COC(=O)C1=C(C)N(Cc2ccccc2)C(=O)N[C@H]1c1cccs1	-1
c1ccn(-c2ccc(-c3noc(CCc4ccncc4)n3)cc2)c1	-4
Cc1ccc(S(=O)(=O)/N=C(/NC(=S)Nc2cccc(C)c2)c2ccccc2)cc1	-1
CCOc1ccc(Nc2nc(Cc3nnc(SCC(=O)NCc4ccco4)n3CC)cs2)cc1	-2
CC(C)NC(=O)OC1CC2CC1[C@H]1CCCCN1C2=O (stereo partly drawn)	-2
CCOC(=O)c1csc(NC(=O)C2CCCN(S(=O)(=O)c3ccc(Cl)s3)C2)n1 (stereo not drawn)	-1
CC(C)CC1(C)NC(=O)N(CC(=O)Nc2ccc3c(c2)CCC3)C1=O (stereo not drawn)	-4
Cc1ccc(CNC(=O)c2ccc(Cl)cc2[N+](=O)[O-])cc1	0
COc1ccc(-c2noc(Cc3ccc(Cl)cc3)n2)cc1OC	-1
COc1cccc(C(=O)N(CCN2CCOCC2)Cc2ccc(OC)c(OC)c2)c1	1
COc1ccc(C(=O)Nn2c(SCC(=O)NCc3ccccc3)nc3ccccc3c2=O)cc1	0
CCOc1ncccc1C(=O)NNC(=O)c1cccc(S(=O)(=O)Nc2ccccc2OC)c1	1
CCOC(=O)c1cccc(NC(=O)C(NS(=O)(=O)c2ccc3c(c2)CCN3C(C)=O)C(C)C)c1 (stereo not drawn)	2
CCc1nc2c(OCc3ccc(C(F)(F)F)cc3)cccn2c1N(C)C(=O)c1ccncc1	-3
O=C(NN1C(=O)C2C3C=CC(C4CC34)C2C1=O)c1ccc(Br)cc1 (stereo not drawn)	7

These rows are one share of the data. The share of hits here may be higher or lower than overall.
